# Screens: PubChem, Sanford-Burnham Center for Chemical Genomics
# mIAP activ – activators of mouse IAP, primary screen, biochemical, luminescence, uHTS | intestinal alkaline phosphatase [Mus musculus] | hit rate 0.24% among 330,000 | AID 2805, 2010 | muIAP, CDP-Star luminescence, 30 min; stronger effect = higher value; 1 = vehicle-only enzyme signal, 0 = enzyme-free wells | activation factor at 10 µM;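 active = activation factor of at least 2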; note: the source names both 10 and 20 µM as test concentration; values of inactives mirror those of a sister screen read the other way
#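 Assay system: mouse IAP enzyme; Reagent: CDP-Star chemiluminescent phosphatase substrate; Compound: DMSO-dissolved test compounds; Incubation: 30 min, room temperature; Technique: luminescence from enzymatic CDP-Star hydrolysis; Controls: DMSO-only wells and no-enzyme negative control.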
# mIAP inh – inhibitors of mouse IAP, primary screen, biochemical, luminescence, uHTS; intestinal alkaline phosphatase [Mus musculus]; purified mouse IAP, CDP-Star luminescence, 30 min; inhibition, % at 10 µM; hit rate 0.2% among 330,000; AID 2806, 2010;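 active = inhibition of at least 40% at 10 µM in the primary screen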;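 note: plate controls were DMSO with enzyme for no effect and no enzyme wells for full effect; values of inactives mirror those of a sister screen read the other way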
# MPTP block – mitochondrial permeability transition pore inhibitors, primary screen, biochemical, isolated mouse mitochondria, absorbance | Ca2+ swelling absorbance, 30 min | inhibition, % at 10 µM | hit rate 1.4% among 360,000 | AID 602449, 2012;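 active = inhibition of 50% or more, scaled per plate between neutral and stimulator controls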;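 note: 0% = DMSO wells given calcium and 100% = 1 mM EGTA wells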
# beta cell repl – inducers of MIN6 beta-cell proliferation, primary screen, ATP luminescence, uHTS. proliferation, % at 10 µM. hit rate 0.29% among 330,000. MIN6 cells proliferation, ATPlite luminescence, 48 h; cells starved in 0.2% serum; 100% = growth in 10% serum;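 active = compounds whose signal lies at least 3.5 SD above the mean of all wells on their plate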;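 note: 0% = DMSO-treated cells in low-serum medium and 100% = 10% serum control; some compounds called inactive have numbers as strong as hits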
# APOBEC3A inh – APOBEC3A ssDNA deaminase inhibitors, primary screen, selectivity assay for APOBEC3G inhibitor project, biochemical, FAM/TAMRA oligo cleavage fluorescence. recombinant A3A, FAM/TAMRA ssDNA deamination fluorescence. AID 493011, 2011. DNA dC->dU-editing enzyme APOBEC-3A (Homo sapiens), P31941. hit rate 0.41% among 330,000. inhibition, % at 20 µM;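 active = at least 40% inhibition at 20 µM here, with at most 30% in a related deaminase screen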;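 note: plate controls were A3A with DMSO for no effect and wells lacking A3A enzyme for full effect; some results filed as inactive read as strong as hits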
# Target sequence (P31941 whole entry, looked up): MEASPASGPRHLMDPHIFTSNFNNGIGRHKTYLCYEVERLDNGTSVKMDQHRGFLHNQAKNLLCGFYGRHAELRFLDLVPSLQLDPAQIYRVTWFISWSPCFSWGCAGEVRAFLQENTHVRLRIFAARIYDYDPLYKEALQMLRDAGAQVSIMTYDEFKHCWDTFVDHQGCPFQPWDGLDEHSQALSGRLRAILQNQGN
# hIAP activ – human IAP activators, primary screen, biochemical, luminescence, uHTS; purified human IAP, CDP-Star luminescence, 30 min; stronger effect = higher value; 1 = vehicle-only enzyme, 0 = enzyme-free background; activation factor at 10 µM; hit rate 0.16% among 330,000; AID 2524, 2010;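 active = activation factor of the enzyme at least 2-fold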; note: the source names both 10 and 20 µM as test concentration; values of inactives mirror those of a sister screen read the other way
# Target sequence (P09923 whole entry, looked up): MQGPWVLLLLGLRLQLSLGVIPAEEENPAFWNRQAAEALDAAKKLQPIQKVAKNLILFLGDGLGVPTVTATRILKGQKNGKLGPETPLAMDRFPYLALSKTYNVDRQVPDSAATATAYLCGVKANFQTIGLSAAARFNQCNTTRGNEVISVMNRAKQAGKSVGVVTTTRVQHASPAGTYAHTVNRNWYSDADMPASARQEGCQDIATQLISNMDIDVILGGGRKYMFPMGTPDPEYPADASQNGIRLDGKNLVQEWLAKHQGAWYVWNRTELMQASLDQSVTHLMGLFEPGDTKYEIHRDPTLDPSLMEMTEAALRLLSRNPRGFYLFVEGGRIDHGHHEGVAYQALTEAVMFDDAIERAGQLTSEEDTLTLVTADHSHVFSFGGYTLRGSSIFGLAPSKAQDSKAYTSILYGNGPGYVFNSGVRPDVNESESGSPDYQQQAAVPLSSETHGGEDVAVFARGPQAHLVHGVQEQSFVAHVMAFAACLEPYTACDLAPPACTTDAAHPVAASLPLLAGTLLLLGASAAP
# hIAP inh – human IAP inhibitors, primary screen, biochemical, luminescence, uHTS; inhibition, % at 10 µM; AID 2544, 2010; purified IAP, CDP-Star luminescence, 30 min; hit rate 0.12% among 330,000;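 active = inhibition reaching a set limit with compound at 10 µM in the primary screen, cut at about 35% in these data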;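 note: plate controls were DMSO wells with enzyme for no effect and no-enzyme buffer wells for full effect; values of inactives mirror those of a sister screen read the other way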
# GRIN3A LBD mod – binders of NR3A ligand-binding domain, primary screen, biophysical, differential scanning fluorimetry, uHTS. NR3A LBD differential scanning fluorimetry, Tm shift; 0% = protein alone, 100% = glycine-bound protein. hit rate 2.5% among 340,000. Tm shift relative to glycine control, % at 25 µM. Glutamate receptor ionotropic, NMDA 3A (GRIN3A) ligand-binding domain;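 active = melting temperature shift of at least 10% of the positive control shift, at one fixed dose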
# A3G deaminase – APOBEC3G DNA deaminase inhibitors, primary screen, biochemical, fluorescence, single-stranded DNA substrate, uHTS; hit rate 0.28% among 330,000; AID 493012, 2011; DNA dC->dU-editing enzyme APOBEC-3G (Homo sapiens), Q9HC16; recombinant A3G, ssDNA deamination FAM/TAMRA fluorescence; inhibition, % at 20 µM;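 active = inhibition of at least 40% at 20 µM, with no more than 30% in the related APOBEC3A deaminase screen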;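 note: plate controls were DMSO wells with A3G for no effect and wells lacking A3G enzyme for full effect; some compounds called inactive have numbers as strong as hits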
# Target sequence (Q9HC16 whole entry, looked up): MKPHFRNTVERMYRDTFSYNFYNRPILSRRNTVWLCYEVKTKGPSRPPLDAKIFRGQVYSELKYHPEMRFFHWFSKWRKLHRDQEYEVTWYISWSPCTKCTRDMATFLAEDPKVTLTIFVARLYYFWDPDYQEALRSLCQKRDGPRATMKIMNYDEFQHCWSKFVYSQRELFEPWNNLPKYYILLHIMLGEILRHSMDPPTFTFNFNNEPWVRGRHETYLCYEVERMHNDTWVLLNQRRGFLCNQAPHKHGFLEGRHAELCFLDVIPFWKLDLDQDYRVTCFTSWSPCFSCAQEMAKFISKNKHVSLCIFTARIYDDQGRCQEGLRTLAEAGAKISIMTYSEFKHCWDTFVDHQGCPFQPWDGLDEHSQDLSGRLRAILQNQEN
# * hit, by the source's call; / = not tested or not shown. An unsorted share of the library; about 5% have a hit in one of these screens.
SMILES,mIAP activ,mIAP inh,MPTP block,beta cell repl,APOBEC3A inh,hIAP activ,hIAP inh,GRIN3A LBD mod,A3G deaminase
COC(=O)Cc1ccc(NC(=S)NCCC(C)C)cc1,1.1,-14,3.7,-3,-1,0.94,6,-2,-6
Cc1cccc(NS(=O)(=O)c2cc(C(=O)NCCC3=CCCCC3)ccc2Cl)c1,1,-5,30,-4,-6,1.2,-15,7,-10
CCC(C)C(Nc1ccc(C(=O)OC)cc1[N+](=O)[O-])C(=O)OC (stereo unspecified),0.95,5,2.2,0,2,0.74,26,12*,-4
CCN(CC)CCN(C)C(=O)c1ccc(OC2CCN(C(=O)C3CC3)CC2)cc1,0.96,4,1.7,-1,2,1,-2,-1,-6
COc1cccc(NC(=O)CN2C(=O)NC(Cc3c[nH]c4ccccc34)C2=O)c1 (stereo unspecified),1.2,-16,0.4,1,-5,1.1,-10,-13,-7
OC(CN1CCOCC1)CN1CCOCC1,0.99,1,-0.4,-3,-8,0.9,10,0,-6
CC(=O)c1cc2c(cc1NC(=O)C1CC1)OCO2,1.1,-8,3.2,2,6,0.97,3,-1,1
CC1(C)Oc2ccc3ccc(=O)oc3c2-c2cnoc21,1,-4,-0.9,-1,51*,0.86,14,1,22
Cn1c(=O)c2c(nc(SCCCO)n2Cc2ccccc2Cl)n(C)c1=O,1,-4,-0.2,1,0,0.86,14,0,-2
COC(=O)C1CSC(c2ccc(Cl)cc2)N1C(=O)c1ccccc1 (stereo unspecified),0.98,2,0.0,-1,2,0.97,3,0,-1
CC(C)C[C@@]12C(=O)N(c3cccc(F)c3)C(=O)N1[C@H](c1ccc(Cl)cc1)[C@@H]1C(=O)N(C3CCCCC3)C(=O)[C@@H]12,0.94,6,1.7,-6,-1,0.8,20,1,-5
Cc1ccc(C)c(S(=O)(=O)N2CCN(C(=O)c3cncc(Br)c3)CC2)c1,1,-4,-0.6,0,-3,0.97,3,0,-8
Cn1cnc(S(=O)(=O)Nc2ccc(OC(F)F)cc2)c1,0.98,2,1.6,-2,3,0.99,1,-1,-6
CSc1ccccc1-c1nnc(-c2ccc(Cl)cc2)o1,1.1,-5,2.3,0,-2,0.95,5,1,-6
COC(=O)Cc1[nH]nc2c1C(c1c[nH]c3ccccc13)C(C#N)=C(N)O2 (stereo unspecified),0.92,8,0.4,-1,-6,1.2,-16,0,-3
C[C@@H](C(=O)Nc1ccccc1N1CCOCC1)N1C(=O)C2CCCCC2C1=O (stereo partly specified),1,0,0.5,-3,0,1.2,-16,1,-4
CCCN(Cc1ccccc1)C(=O)Nc1ccc2c(c1)nnn2C,1.2,-17,-0.7,1,-4,1,-1,-1,10
COc1cc(OC)cc(-c2oc(=O)c3cc(OC)c(OC)cc3c2C#CCCO)c1,1,-4,0.6,0,-2,0.96,4,-1,-5
COc1ccc(OC)c(C(=O)CSc2nccc(-c3ccc(Br)cc3)n2)c1,0.88,12,2.4,5.6*,2,0.88,12,-3,0
Oc1cc(Br)ccc1C=Nc1ccc(N2CCCCC2)cc1,0.95,5,0.0,-4,-4,1,-2,1,-5
O=C(O/N=C/c1ccc(Br)cc1)c1ccc(F)cc1,0.93,7,1.8,-2,2,0.95,5,2,1
O=C(O)CC(SCC(=O)NC1CCCc2ccccc21)C(=O)O (stereo unspecified),0.91,9,1.0,-3,0,1.1,-12,1,-6
COc1ccc(OC)c(-n2nnnc2SCC(=O)Nc2ccccc2OC)c1,1.1,-7,-1.2,-4,6,1.1,-10,1,5
COc1ccc(C)cc1NCc1cccc(OC)c1OC,1,-1,0.4,-1,1,1,-3,-1,-3
CCSC(C)CC1C/C(=N/O)c2c(CC)noc2C1 (stereo unspecified),0.99,1,-1.2,1,-2,0.96,4,-1,2

# Next part.
SMILES,mIAP activ,mIAP inh,MPTP block,beta cell repl,APOBEC3A inh,hIAP activ,hIAP inh,GRIN3A LBD mod,A3G deaminase
COc1ccc2c(c1)Sc1ccccc1N2CCN(C)C,0.95,5,4.6,-1,-6,1.1,-14,-2,-10
CC(Cc1cccnc1)NC(=O)c1cc(COc2ccc(F)cc2Cl)on1 (stereo unspecified),1,-1,0.0,3,-1,0.86,14,-2,6
CC1(C)C2CCC1(CS(=O)(=O)N1CCC(C(N)=O)CC1)C(=O)C2 (stereo unspecified),1.1,-7,0.8,2,0,0.95,5,1,1
CSc1nnc(SCC#N)s1,1,-4,2.5,-2,1,1.2,-15,0,-6
Cc1ccc(N2C(=O)C3C4C=CC(CC4)C3C2=O)c([N+](=O)[O-])c1 (stereo unspecified),1,-1,-0.4,-1,1,1.1,-12,2,-2
O=C(N=C1SC2CS(=O)(=O)CC2N1Cc1ccccc1Cl)C1CCCO1 (stereo unspecified),1.1,-7,-0.8,5,0,1.2,-21,2,-3
CCSc1nc(C2CC2)cc(-c2ccco2)c1C#N,1,-2,-1.2,-3,-4,1.2,-19,-4,-9
Cc1ccc(-c2nc(NC(=O)CSc3nnc4scc(-c5ccccc5)n34)ns2)cc1,0.83,17,4.8,-4,-1,0.9,10,1,-4
Cc1ccc(C(=O)Nc2ccc(Cl)cc2C(F)(F)F)c(Cl)c1,1,0,0.1,0,0,1,-1,1,2
CCOC(=O)C1(CCc2ccccc2)CCN(Cc2ccc(OC)cc2)CC1,1,-4,0.2,-5,2,1.1,-7,-2,-4
Cc1cc(NN)nc(Cc2ccccc2)n1,1,-3,-0.3,-2,-1,1.1,-8,-1,-4
CCn1c(SCC(=O)Nc2cc(C)on2)nnc1-c1ccc(S(=O)(=O)N2CCN(C)CC2)cc1,1,-4,-0.8,-2,-1,1.3,-32,0,-1
c1ccc(C2C/C(=N\N3CCOCC3)c3ccccc3O2)cc1 (stereo unspecified),0.98,2,0.1,0,-2,1.1,-10,0,-4
CCC(CN(C)C)Oc1cc(NCc2ccccc2)c2ncn(C(C)C)c2c1 (stereo unspecified),1.1,-7,-1.5,-6,-4,1,0,0,13
O=c1ccc(-c2ccc([N+](=O)[O-])cc2)nn1-c1ccccc1,0.99,1,1.1,-1,2,1,-4,-2,-2
COC(=O)c1cc(NC(=O)/C=C/c2ccccc2)ccc1O,0.94,6,/,-4,2,0.88,12,/,-5
CC1CC(=O)Nc2ccccc2N1C(=O)CSc1nnnn1C (stereo unspecified),1,-2,-1.6,2,2,0.96,4,3,16
Cc1cc2c3c(c1)C(C)CC(C)(C)N3C(=O)C2=C(C#N)C#N (stereo unspecified),0.92,8,6.0,-4,2,0.99,0,5,1
Cn1c(/C=N/Nc2nc3ccccc3[nH]2)nc2ccccc21,0.58,42*,0.6,-6,-6,1.2,-16,5,-5
CCOc1ccc(N=C2C(=O)Nc3ccc(C)c(Br)c32)cc1,0.88,12,2.4,-1,0,0.87,13,1,-3
CCN1/C(=C2/SC(=S)NC2=O)Sc2ccccc21,1,-3,1.8,-2,0,0.9,10,1,9
COC(=O)c1ccc(C2c3c(oc4cc(C)c(C)cc4c3=O)C(=O)N2CCCN(C)C)cc1 (stereo unspecified),0.95,4,/,0,3,0.9,10,/,6
COc1ccc(C(C)(C)C)cc1NC(=O)CN1C(=O)C(=O)N(Cc2ccco2)C1=O,1.1,-13,0.4,-2,3,1,-5,1,-2
CCn1cc(S(=O)(=O)Nc2cc(C(=O)OC)ccc2C)cn1,1.1,-6,-0.4,0,-3,0.91,9,2,-8
Cc1ccc(-c2cn3cc(C)ccc3n2)cc1,1.1,-9,-3.2,-6,-11,1.1,-10,-2,-4

# Profiles as entered above.
# `Cc1ccc(N2C(=O)C3C4C=CC(CC4)C3C2=O)c([N+](=O)[O-])c1` (stereo unspecified) is listed with mIAP activ = 1; mIAP inh = -1; MPTP block = -0.4; beta cell repl = -1; APOBEC3A inh = 1; hIAP activ = 1.1; hIAP inh = -12; GRIN3A LBD mod = 2; A3G deaminase = -2
# `Cc1ccc(C(=O)Nc2ccc(Cl)cc2C(F)(F)F)c(Cl)c1` is listed with mIAP activ = 1; mIAP inh = 0; MPTP block = 0.1; beta cell repl = 0; APOBEC3A inh = 0; hIAP activ = 1; hIAP inh = -1; GRIN3A LBD mod = 1; A3G deaminase = 2
# `CSc1nnc(SCC#N)s1` is listed with mIAP activ = 1; mIAP inh = -4; MPTP block = 2.5; beta cell repl = -2; APOBEC3A inh = 1; hIAP activ = 1.2; hIAP inh = -15; GRIN3A LBD mod = 0; A3G deaminase = -6

# New compounds follow
SMILES,mIAP activ,mIAP inh,MPTP block,beta cell repl,APOBEC3A inh,hIAP activ,hIAP inh,GRIN3A LBD mod,A3G deaminase
COc1ccc(OC)c(CN(CCN2CCOCC2)C(=O)Nc2ccccc2)c1,1.1,-7,1.3,-1,0,1,-1,-6,-4
COc1cc(OC)cc(C(=O)Nc2cccc3nc(C)ccc23)c1,0.94,6,0.1,2,-2,0.97,3,2,-6
CCNC(=O)CON=C1c2ccccc2-c2ccccc21,0.98,2,1.4,-2,-2,0.98,2,0,-3
CCOC(=O)c1c(NC(=O)CSc2nc3ccccc3s2)sc(C(C)=O)c1C,1.1,-15,86*,-4,-4,0.85,15,-1,-9
CNC(=O)C(=O)NCCC1CCCCN1S(=O)(=O)c1cccs1 (stereo unspecified),1.1,-10,-0.6,-4,1,1.1,-13,0,-11
CN1CCN(CCCNC(=O)c2ccc(CSCc3cccc(Cl)c3)o2)CC1,0.98,2,/,-2,0,1,-2,-1,1
Cc1ccc(C(=O)NNC(=O)c2ccoc2C)s1,0.92,8,-2.1,3,1,1,0,1,-5
COC(=O)c1sccc1NC(=O)CC1C(=O)NCCN1C(=O)c1ccc(N(C)C)cc1 (stereo unspecified),0.99,1,1.3,-1,3,1.1,-8,1,18
Cc1cc(C(F)(F)F)n2ncc(C(=O)O)c2n1,0.92,8,0.1,-2,0,1.1,-14,0,-6
CC(C)n1c(Oc2ccc(F)cc2)nc2c1c(=O)n(C)c(=O)n2C,1,0,-1.9,-2,-2,0.95,5,-2,-8
Cc1ccc(Oc2ccc(OCC(=O)NC(C)C(=O)O)cc2)cc1 (stereo unspecified),1,-2,-0.9,-2,-1,1,0,2,-4
CCOc1ccc(NC(=O)C2CCCN(C(=O)Nc3ccccc3)C2)cc1 (stereo unspecified),1.1,-5,1.8,-3,7,0.94,6,0,3
CC(=O)N1CCN(c2ccc(NCc3ccc(C(C)C)cc3)cc2)CC1,1.1,-10,0.9,-4,-5,0.99,1,4,-4
O=C(CNC(=O)c1cccc(OC(F)F)c1)OCn1nnc2ccccc2c1=O,0.97,3,2.1,-1,-3,1.1,-7,0,-4
COc1ccc(OC)c(NC(=O)c2c(NC(=O)CCC(=O)O)sc3c2CCCCC3)c1,0.94,6,-1.1,-6,-6,1.2,-17,-5,5
COCCCNCC1C(Oc2ccc(Cl)cc2)C(=O)N1c1ccccc1C (stereo unspecified),1,-4,-0.1,-2,-5,1.2,-18,0,-7
Nc1ccc(S(=O)(=O)Nc2nccc(/C=C/c3ccc(Cl)cc3)n2)cc1,0.98,2,-1.8,-3,1,0.94,6,-12,-1
